Screening data from PubChem BioAssay.
mcGAS inh: blocks mouse cGAS activity; Q8C6L5; recombinant cGAS, Kinase-Glo ATP depletion luminescence; inhibition, % at 12.5 µM; hit rate 0.15% among 160,000; AID 1259399;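 further: 0% = negative control wells and 100% = reference inhibitor with no enzyme activity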
NPYLR7 ag: activates Aedes aegypti NPYLR7 receptor. hit rate 0.15% among 270,000. activation, % at 10 µM. AID 1259423. HEK293T NPYLR7/Galpha15, GCaMP6s calcium fluorescence; in the data active means activation above about 40%;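 further: 0% = vehicle and 100% = reference agonist at the receptor; some compounds past the cut are filed as inactive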
hcGAS inh: inhibitors of human cGAS; hit rate 0.081% among 290,000; Q8N884; inhibition, % at 12.5 µM; recombinant h-cGAS, ATP depletion, Kinase-Glo luminescence;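 further: 0% = vehicle reaction and 100% = reaction without DNA for no activity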
Target sequence (Q8N884 whole entry, looked up): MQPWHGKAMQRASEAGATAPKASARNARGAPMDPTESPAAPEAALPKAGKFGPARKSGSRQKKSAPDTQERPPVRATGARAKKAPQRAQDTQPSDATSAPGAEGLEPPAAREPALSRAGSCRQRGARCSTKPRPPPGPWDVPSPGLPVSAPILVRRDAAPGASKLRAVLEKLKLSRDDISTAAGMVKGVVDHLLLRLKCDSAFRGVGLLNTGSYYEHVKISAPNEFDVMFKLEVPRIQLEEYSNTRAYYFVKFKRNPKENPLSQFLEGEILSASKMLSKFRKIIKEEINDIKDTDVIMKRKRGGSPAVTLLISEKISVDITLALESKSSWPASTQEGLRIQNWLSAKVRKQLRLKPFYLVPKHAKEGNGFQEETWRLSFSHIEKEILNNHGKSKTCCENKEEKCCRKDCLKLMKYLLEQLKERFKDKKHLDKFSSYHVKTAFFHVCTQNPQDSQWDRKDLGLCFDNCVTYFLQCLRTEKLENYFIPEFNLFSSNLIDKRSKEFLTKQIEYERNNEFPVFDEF
An asterisk follows results filed as active; nt = not tested or not shown; & = joins results of further samples. Unless noted, no stated cut-off is given here; in the data, active means inhibition above about 40%; inactive means the rest.

Start of the data: the first six compounds, to show the layout:
No.	SMILES	mcGAS inh	NPYLR7 ag	hcGAS inh
1	O=C(c1cn2cccnc2n1)N1C[C@@H]2C3CCC(CC3)[C@@H]2C1	nt	19	-5
2	Cc1ccc(C=CC(=O)N2CCC(C(=O)Nc3ccc4c(c3)OCO4)CC2)c(Br)c1	-8	-7	-3
3	O=C1NN(c2ccccc2)C(=O)/C1=C1/C(=O)N(Cc2cccc3ccccc23)c2ccccc21	1	-1	1
4	COC(=O)c1nc(S(C)(=O)=O)ncc1Cl	nt	-1	-1
5	COc1cccc(-c2cnc(-c3cccc(CNC(=O)C4=Cc5cc(Cl)ccc5OC4)c3)[nH]2)c1	-6	22	-1
6	Cc1nc(-c2ccc(CNc3cc(=O)n4ccccc4n3)s2)cs1	-1	1	-1

All compounds of this part (from the top)
No.	SMILES	mcGAS inh	NPYLR7 ag	hcGAS inh
1	O=C(c1cn2cccnc2n1)N1C[C@@H]2C3CCC(CC3)[C@@H]2C1	nt	19	-5
2	Cc1ccc(C=CC(=O)N2CCC(C(=O)Nc3ccc4c(c3)OCO4)CC2)c(Br)c1	-8	-7	-3
3	O=C1NN(c2ccccc2)C(=O)/C1=C1/C(=O)N(Cc2cccc3ccccc23)c2ccccc21	1	-1	1
4	COC(=O)c1nc(S(C)(=O)=O)ncc1Cl	nt	-1	-1
5	COc1cccc(-c2cnc(-c3cccc(CNC(=O)C4=Cc5cc(Cl)ccc5OC4)c3)[nH]2)c1	-6	22	-1
6	Cc1nc(-c2ccc(CNc3cc(=O)n4ccccc4n3)s2)cs1	-1	1	-1
7	Cc1cnc(NCCc2nn[nH]n2)nc1N(C)C	nt	5	-3
8	CN(CCNC(=O)C1(c2cccs2)CC1(C)C)S(C)(=O)=O (stereo not drawn)	nt	-2	-5
9	CCCCNC(=O)C1(C)CCCCN1C(=O)c1cccc2c1OCCO2 (stereo not drawn)	nt	1	-9
10	Cc1cc(C(=O)N=c2sc3cc(F)ccc3n2C)nn1C	nt	8	-4
11	CC(=O)O/N=C1/CCc2nonc2/C1=N/Nc1ccccc1	nt	13	-10
12	CC(C)NC(=O)c1cc(NC(=O)c2cccc3ccccc23)ccc1N1CCC(Cc2ccccc2)CC1	-5	29	-4
13	CCOC(=O)C1=C(C)NC(C)=C(C(=O)OCC)C1c1ccc(OCC)cc1	-3	5	2
14	CC1C(c2cccs2)=[N+]([O-])C(C)(c2ccc(Cl)cc2)N1O (stereo not drawn)	nt	-24	9
15	CC(C)COc1nc(-c2ccc(C(F)(F)F)cc2)n(-c2ccc(NC(=O)CCc3ccccc3)cc2)n1	-7	21	-3
16	O=C(c1cn(Cc2cccc(C(F)(F)F)c2)nn1)N1CCCCCC1	nt	25	-6
17	O=C(NCc1scnc1-c1ccccc1)C1CCC(=O)N(Cc2ccccn2)C1 (stereo not drawn)	-14	2&15	-4&-10
18	COc1ccccc1OCCCOc1ccccc1F	nt	2	-8
19	COc1ccc(-c2nnc3ccc(SCC(=O)Nc4ccc(C)cc4)nn23)cc1OC	-7	15	-4
20	COCC(=O)N(Cc1cc(NC(=O)C2CCC2)ccc1N(C)C)CC1CC1	-10	nt	-4
21	CCc1nc2ccc(C(=O)NCCN(C)C)cn2c1N(C=O)CC	-2	-5	-2
22	COc1ccc(CN(C(=O)C2CCC2)C2CC2)cc1OS(C)(=O)=O	-5	8	-4
23	N#CCCN(CCC#N)CN1C(=O)CCC1=O	-5	0	1
24	CCN(Cc1ccncc1)C(=O)CC1(CC(=O)O)CCCC1	nt	4	2
25	O=C(Cc1ccc(Cl)c(Cl)c1)Nc1nc(N2CCCCC2)n[nH]1	-16	3	-12
26	CCN(CC1CCOC1)C(=O)/C(=C/c1ccccc1)n1nnnc1C (stereo not drawn)	nt	2	-7
27	CCOC(=O)N1CCC(NS(=O)(=O)NCc2ccccc2)CC1	nt	5	-5
28	CC(C)NC(=O)C1CCN(C2CCN(CC3CC=CCC3)CC2)CC1 (stereo not drawn)	nt	1	-4
29	COc1ccc(C(=O)Nn2cnc3c(cnn3-c3ccccc3)c2=O)cc1	nt	2	-5
30	CCOC(=O)c1c(SCC(=O)c2ccc(C)cc2)nc(=O)[nH]c1C	0	-7	2
31	CCOC(=O)[C@H]1C[C@]2(CCCCN(CCOC)C2=O)N(C(=O)C2CC2)[C@H]1c1ccccc1	-6	3	-7
32	Cc1cc(=O)c(C(=O)N2CCC3(CCCN(CC(C)(C)C)C3=O)C2)c[nH]1 (stereo not drawn)	-11	2	-2
33	CCCCN(C(C)=O)c1c(CC)nc2ccc(C(=O)Nc3cccc(OCC(=O)N(C)C)c3)cn12	-4	15	-1
34	CCOC(=O)C(O)(c1ccc(N(CC)C(=O)c2cccs2)cc1)C(F)(F)F (stereo not drawn)	-7	-16	-7
35	COc1cccc(CN(CCN2CCOCC2)Cc2nc(C(=O)O)co2)c1OC	-5	11	-4
36	CN(C)C=Nc1cc(=O)n(C)c(=O)n1C	nt	10	-5
37	COCCN(CC(=O)N(CCc1ccc(OC)c(OC)c1)Cc1sccc1C)C(=O)Nc1cccc(Br)c1	0	10	0
38	O=C(CSc1ccc2ccccc2c1)NC1CCS(=O)(=O)C1 (stereo not drawn)	nt	-7	-3
39	O=C(C1CSCN1C(=O)CCC1CCCCC1)N1CCCC1 (stereo not drawn)	-13	-4	-7
40	Cc1ccc2oc(-c3cccc(NC(=O)c4ccco4)c3C)nc2c1	-1	10	4
41	O=c1c2cc3c(=O)n(C4CCCCC4)ccc3nc2ccn1CCO	nt	3	6
42	CCC1CCCCN1Cc1nnc(CC2CCNCC2)n1C (stereo not drawn)	nt	19	-4
43	COc1ccc(CC(=O)NCc2nnnn2-c2ccc(F)cc2)cc1OC	-6	8	-3
44	CCCc1c(C)nn(-c2ccc(C(=O)N[C@@H]3C[C@H]4CC[C@@H]3C4)cc2)c1C	-2	-10	-7
45	COc1cccc(C(=O)Nc2cccnc2N(C)C)n1	nt	-6	2
46	O=C(CN1C(=O)C2C3C=CC(C3)C2C1=O)Nc1nnc(-c2ccco2)o1 (stereo not drawn)	-6	0	-6
47	CCn1nnc2c(SCC(=O)N3CCC(Cc4ccccc4)CC3)ncnc21	nt	0	-5
48	CC(=O)C(C(=O)N(C)C)n1cnc2c(nnn2-c2cccc(F)c2)c1=O (stereo not drawn)	-7	-3	-5
49	COc1ccc(OCCNC(=O)c2cncn2-c2cccc(-c3ccccc3C(F)(F)F)c2)cc1	-7	1	-6
50	CN1CCC2(CCCN(C(=O)COc3ccc4c(c3)OCO4)CC2)CC1	nt	1	-5
51	Cc1ccc(OCc2cc(C(=O)N3CCC(OCc4cccnc4)CC3)no2)cc1C	-1	nt	0
52	O=C(NCCSC1CCCC1)C1CCCCC1	-7	nt	-13
53	COc1ccc(OC)c(C2c3cccn3-c3ccccc3N2C(=O)CN(C(=O)Nc2ccc(Cl)cc2)C2CC2)c1 (stereo not drawn)	-4	18	-11
54	CN(C)C1CCN(Cc2cc3n(n2)CCCNC3)C1 (stereo not drawn)	nt	-5	-9
55	Cc1ccc(C(=O)OCc2cc(=O)n3ccsc3n2)s1	nt	-1	0
56	O=C1NCC2(CCCN(C(=O)c3cc4ccccc4s3)C2)O1 (stereo not drawn)	nt	10	-5
57	Cc1cc(CNC(=O)c2occc2C)c2[nH]c(C)c(C)c2c1	-14	4	-11
58	CC(C)n1cc(C(=O)N2CC(N3CCOCC3)C2)cn1	-8	nt	-21
59	CC(C)(C)c1ccc(C(=O)Nc2ccc3nc(SCC(=O)NC4CCCCC4)sc3c2)cc1	-6	-4	-7
60	Cc1ccc(CSc2nc3c(c(=O)[nH]c(=O)n3C)n2Cc2ccccc2)cc1	nt	0	-6

Remaining list, next part:
No.	SMILES	mcGAS inh	NPYLR7 ag	hcGAS inh
61	Cc1ccccc1CN(C)C(C)C(=O)NCc1cccs1 (stereo not drawn)	nt	11	1
62	CCOc1ccccc1NC(=O)N(Cc1ccc(OS(C)(=O)=O)cc1)CC1CCCO1 (stereo not drawn)	-5	22	-4
63	O=C(CC1C(=O)NCCN1C1CCCC1)NCC1CCN(Cc2ccccc2)CC1 (stereo not drawn)	-10	3	-6
64	FC(F)(F)c1nnc2sc(Cc3cccc4ccccc34)nn12	-6	-1	-3
65	Cc1cc(-n2cccn2)ccc1-c1nccn1Cc1ccoc1	-9	-4	-5
66	CC(C)COc1nc(-c2ccc(C(F)(F)F)cc2)n(-c2cccc(NC(=O)C(C)C)c2)n1	-6	2	-3
67	CSC(C)(C)CNC(=O)NCCC1CCN(C)CC1	3	8	2
68	COC(=O)C1CCN(C(=O)Cc2c(C)nc(SC(C)c3ccccc3)[nH]c2=O)CC1 (stereo not drawn)	-13	-5	-6
69	O=C(N1CCc2ccc(S(=O)(=O)N3CCC(N4CCCCC4)CC3)cc2C1)C(F)(F)F	nt	-7	-1
70	O=C(NCc1ccco1)c1ccc(CSc2nnc(-c3ccncc3)n2-c2ccccc2F)cc1	-3	13	1
71	Cn1c(C(=O)N2CCCC3(CNC(=O)O3)C2)cc2c(Cl)cccc21 (stereo not drawn)	0	-4	1
72	CCn1c(SCC(=O)Nc2nc3ccccc3s2)nc2c(c1=O)SC(C)C2 (stereo not drawn)	nt	-1	-10
73	N#Cc1c(N)n(CCN)c2nc3ccccc3nc12	nt	0&2	30&21
74	O=C(c1c(F)c(F)c(F)c(F)c1F)N1CCC2(CC1)C(=O)NCN2c1ccccc1	nt	-20	0
75	O=C(NC1CC1)C(c1ccccc1)N1CCN(S(=O)(=O)c2ccc(F)c(F)c2)CC1 (stereo not drawn)	-1	-4	2
76	CCOCCNC(=O)c1ccc(-c2ccc(Oc3ccccc3)cc2)s1	-7	25	-6
77	Cc1cc(C)n(C(=O)c2cnn(-c3ccccn3)c2C)n1	nt	2	4
78	CC(=NOCC(=O)OCc1cc(=O)oc2cc(C)c(C)cc12)c1ccc2c(c1)OCO2	-8	-4	-5
79	CCc1nc2c(OCC3CCCCC3)cccn2c1N(C)C(=O)c1ccc(C)cc1	1	-20	3
80	COc1cccc(C(=O)Nc2ccccc2C2SCC(=O)N2c2ccccc2OC)c1 (stereo not drawn)	-6	20	-10
81	CC1CCC(NC(=O)c2cnn(-c3ccccc3)c2)CC1 (stereo not drawn)	nt	2	-2
82	COc1ccccc1CCN1CCCC(CN(C)C(=O)Cc2sc(C)nc2C)C1 (stereo not drawn)	nt	26	-6
83	Cc1ccccc1Cn1nc(-c2ccc3c(c2)OCO3)ccc1=O	nt	8	-9
84	CCSc1ccccc1C(=O)N1CCN(Cc2nc(C3CC3)cs2)CC1	-7	-11	2
85	O=Cc1ccc(OC(=O)C2CCC(N3C(=O)C4CC=CCC4C3=O)CC2)cc1 (stereo not drawn)	nt	-6	1
86	O=C(Nc1ccc(Cl)cc1)c1ccc(N2CC3CC(C2)c2cccc(=O)n2C3)c(NC(=O)c2ccc(F)cc2)c1 (stereo not drawn)	nt	-6	-6
87	CCn1c(C2CCCN(C(=O)c3cccc(Cn4cccn4)c3)C2)nn(C)c1=O (stereo not drawn)	nt	-3	-3
88	COc1ccccc1-c1onc(C)c1C(=O)NCc1ccccn1	1	-7	3
89	CSc1ccccc1C(=O)Nc1nn(C)c2c1C(c1cccs1)CC(=O)N2 (stereo not drawn)	-11	-14	-3
90	N#Cc1c(NC(=O)c2ccc(Br)s2)sc2c1CCC2	-5	4	-7
91	O=C(c1cnc(Nc2ccccc2)nc1)N1CCOC2(CNCCOC2)C1 (stereo not drawn)	nt	16	-8
92	CCCC(=O)Nc1ccc(CC(=O)NCc2n[nH]c3c2CCC3)cc1	nt	25	1
93	Cc1ccc(N=Cc2nc(-c3ccc(Br)cc3)oc2O)cc1	nt	-5	0
94	CN1CCCNC(=O)C12CCN(C(=O)c1ccccc1C1CCNC1)CC2 (stereo not drawn)	nt	8	-4
95	COc1ccccc1OC1CN(CC2CCC(N)CC2)C1 (stereo not drawn)	-11	-1	-5
96	COc1ccccc1-n1c(=O)[nH]c2c(C(N)=O)nc(CC(C)C)nc21	-8	-1	-7
97	Cc1cc(Br)ccc1-c1ccc(CNc2nnnn2C)o1	-5	-22	0
98	Cc1ccc2nc(C3CCCN3CCCn3ccnc3C)[nH]c2c1 (stereo not drawn)	-12	5	-6
99	O=C1CCC(C(=O)N2CCSCC2)CN1CCc1cccc(F)c1 (stereo not drawn)	nt	5	-7
100	COc1ccc(Cn2c(-c3ccc(C)cc3)nc3oc4ccccc4c(=O)c3c2=O)cc1	nt	5	-5

2 entries drawn at random from those above:
No.	SMILES	mcGAS inh	NPYLR7 ag	hcGAS inh
84	CCSc1ccccc1C(=O)N1CCN(Cc2nc(C3CC3)cs2)CC1	-7	-11	2
95	COc1ccccc1OC1CN(CC2CCC(N)CC2)C1 (stereo not drawn)	-11	-1	-5

Next results follow:
No.	SMILES	mcGAS inh	NPYLR7 ag	hcGAS inh
101	COCCN1C(=O)CC2(C1=O)C(=O)N(CCCOc1ccccc1OC)c1ccc(C)cc12 (stereo not drawn)	-3	-13	0
102	CNCc1n[nH]c2c1CCC2	-6	-1	-7
103	CCc1ccc(NC(=O)CSc2nc(=O)n(CCCN(CC)CC)c3c2CCC3)cc1	0	5	6
104	CSc1cccc(NC(=O)Cn2ncn3nc4c(c3c2=O)CCCC4)c1	-8	-1	-6
105	COc1ccc(OC)c(-c2nc3ccc(C)cn3c2NCc2ccccc2)c1	-6	13	-5
106	CCCCN(C)c1c(C)nc2ccc(C(=O)NCCCn3ccnc3)cn12	-3	-5	-6
107	Cc1ccc(S(=O)(=O)N2CCCN(Cn3ncc4c(C)n(C)c(C)c4c3=O)CC2)cc1	nt	4	-6
108	CCOC(=O)C1=C(C)NC(C)=C(C(=O)OCC)C1c1cccc(NC(=O)C(F)(F)F)c1	-6	-6	-5
109	O=C(NCCC(=O)N1CCCc2cc(Cl)ccc21)c1ccoc1	nt	0	-6
